LYP inhibition = LYP phosphatase inhibitors, primary screen, biochemical, DiFMUP fluorescence, recombinant catalytic domain, 10 µM (AID 606); recombinant LYP catalytic domain, DiFMUP fluorescence; higher % means a stronger effect; inhibition, % at 10 µM, or IC50 in µM where a hit was titrated; 52,000 tested, under 10 active;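 active = IC50 under 40 µM in the dose-response test; inactive = IC50 of 40 µM or more, or never dose-tested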
TNAP inhibition = inhibition of tissue-nonspecific alkaline phosphatase – biochemical, luminescent (AID 518); purified TNAP enzyme, luminescent substrate readout; higher % means a stronger effect; one-dose inhibition, % at 20 µM; IC50 in µM for titrated hits; 0.09% of 64,000 active; in the data active = a potency from the dose series; inactive = the rest, 99 in 100 with inhibition below about 22%;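 note: plate controls were vehicle for no effect and reference inhibitor for full effect; many of its hits are not listed in these tables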
HPDE-C7 viability = HPDE-C7 pancreatic duct cell viability loss – fluorescence, HTS (AID 430); HPDE-C7 pancreatic duct cells viability, fluorescence; higher % means a stronger effect; one-dose cytotoxicity, % at 10 µM; EC50 in µM for titrated hits; 1.8% of 63,000 active;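 note: cells exposed to compound for 48 hours before viability readout; 0% = vehicle and 100% = reference cytotoxic drug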
KRASV12 cytotoxicity = cytotoxicity in KRAS-transformed pancreatic duct cells, primary screen, cell-based, fluorescence, HTS (AID 431); HPDE-C7K KRASV12 cells, Alamar Blue viability, 48 h; higher % means a stronger effect; cytotoxicity, % at 10 µM; hits with a dose series show EC50 in µM; 1.7% of 63,000 active;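 active = compounds whose percent cytotoxicity in the single-dose primary screen, scaled between solvent and toxic-drug controls, exceeds 50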;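 note: 0% = DMSO solvent wells and 100% = doxorubicin-treated wells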
Bfl-1 displacement = Bfl-1 inhibitors, primary screen, biochemical, fluorescence polarization, FITC-Bid, mouse (AID 432). FITC-Bid BH3 peptide fluorescence polarization displacement; higher % means a stronger effect. displacement, % at 20 µM; hits with a dose series show IC50 in µM. 0.02% of 64,000 active; in the data active = a potency from the dose series; inactive = the rest, 99 in 100 with displacement below about 15%; note: strong numbers were not always called active
HT1080 cytotoxicity = HT1080 cell viability loss – fluorescence readout (AID 620) | HT1080 viability, fluorescence; higher % means a stronger effect | one-dose cytotoxicity, % at 10 µM; EC50 in µM for titrated hits | 0.42% of 87,000 active;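 note: cells exposed to compound overnight then 4 h with Alamar Blue; 0% = vehicle DMSO and 100% = killing control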
MK inhibit = inhibitors of Streptococcus pneumoniae mevalonate kinase | 0.48% of 65,000 active | AID 555 | purified MK, PK/LDH-coupled NADH absorbance 340 nm | inhibition, % at 10 µM;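 active = ranked among the strongest by inhibition in the single 10 µM screen, a fixed top-ranked set picked for dose follow-up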; note: no value below 0 was filed
PMK inhibit = blocks S. pneumoniae phosphomevalonate kinase. purified PMK, PK/LDH-coupled NADH absorbance 340 nm. inhibition, % at 10 µM. 0.49% of 65,000 active. AID 539;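 active = top-ranked compounds by inhibition in the single 10 µM screen, taking a fixed number of the strongest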;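 note: 0% = full reaction with DMSO carrier and 100% = background rate without enzyme reaction; no value below 0 was filed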
Spn DPM-DC inh = inhibitors of Streptococcus pneumoniae diphosphomevalonate decarboxylase. 0.49% of 65,000 active. calls only at 10 µM. AID 556. purified DPM-DC, PK/LDH coupled NADH fluorescence;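 active = the 320 compounds with the highest percent inhibition in the single-dose primary screen, excluding strongly autofluorescent ones, cut at about 32% in these data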;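 note: kinetic rate of NADH fluorescence loss reporting ADP formed by the decarboxylase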
PMK inhibit pilot replicates = recorded beside PMK inhibit, whose call it bears; inhibition, %; measured here: pilot screen replicates
MK inhibit pilot replicates = further read-out of MK inhibit, marked with its call; inhibition, %; measured here: pilot screen replicates
Spn DPM-DC inh pilot screen % = recorded beside Spn DPM-DC inh, whose call it bears; inhibition, %; measured here: pilot screen trials
Active calls of the source: *; i = inactive; · = no result given. Cut-off read from the data, not from the text of the source, unless noted: active = cytotoxicity above about 50%; inactive = the rest.

SMILES	LYP inhibition	TNAP inhibition	HPDE-C7 viability	KRASV12 cytotoxicity	Bfl-1 displacement	HT1080 cytotoxicity	MK inhibit	PMK inhibit	Spn DPM-DC inh	others
c1ccc(-c2noc(-c3cccs3)n2)nc1	-1%	1%	-36%	-15%	-3%	·	8	2	i
CCN(Cc1ccccc1)C(c1cccs1)c1nnnn1C1CCCCC1 (stereo not drawn)	6%	8%	-10%	-16%	3%	3%	7	16	i
O=C(CN(C(=O)CNS(=O)(=O)c1ccccc1)c1ccc2c(c1)OCCO2)NCc1ccco1	5%	2%	-6%	2%	4%	4%	6	19	i
CCNC(=O)C1CC(=O)N(Cc2ccc(F)cc2)C(=Nc2ccc(OC)cc2)S1 (stereo not drawn)	3%	4%	17%	8%	-5%	2%	0	16	i
Cc1cc(=O)oc(C)c1C(=O)NCc1ccc(F)cc1	-5%	11%	-16%	-11%	-9%	4%	9	9	i
COc1ccc(-c2n[nH]c(C)c2-c2cnn(-c3ccccc3)c2)c(O)c1	4%	-7%	36%	30%	3%	-10%	5	4	i
CCCCN1CC(COc2ccccc2)OC1=O (stereo not drawn)	1%	12%	-13%	-12%	-6%	-11%	4	6	i
COc1cc2c(cc1OC)C(c1ccsc1)CC(=O)N2 (stereo not drawn)	-11%	11%	-6%	-17%	-4%	-3%	0	3	i
COc1ccc(CCNC(=O)CSc2cc(=O)[nH]c(N)n2)cc1OC	·	6%	-20%	-18%	5%	-25%	3	12	i
CCOC(=O)COc1nc(C)c(Br)c(OC)n1	1%	2%	4%	3%	6%	1%	4	13	i
CC1(C)Cc2cccc(OCC(=O)N3CCN(S(=O)(=O)c4ccccc4)CC3)c2O1	10%	1%	-2%	-16%	-12%	8%	0	17	i
CCOc1ccc(C2c3c(oc4ccccc4c3=O)C(=O)N2CCCN2CCOCC2)cc1 (stereo not drawn)	1%	-1%	-25%	-18%	1%	-14%	8	3	i
COc1ccccc1C1CC(=O)NC(C)=C1C(=O)OCC1CCCO1 (stereo not drawn)	8%	5%	-16%	-16%	6%	-10%	0	9	i
CCOC(=O)N1CCC(NC(=O)C2CCCCN2S(=O)(=O)c2ccc(F)cc2)CC1 (stereo not drawn)	5%	-4%	-29%	-18%	4%	-2%	7	0	i
COc1cccc(-c2n[nH]c(=S)n2Cc2ccco2)c1OC	4%	13%	6%	-1%	-4%	1%	9	5	i
Cn1c(=O)c2c(-c3ccccc3)n(N3CCOCC3)cc2n(C)c1=O	-5%	16%	-24%	-28%	-4%	5%	14	6	i
Cc1cc(C)n2nc(SCC(=O)Nc3ccc(F)cc3)nc2n1	13%	6%	-2%	-6%	-4%	1%	1	0	i
Cn1c(=O)c2cc(NC(=O)c3ccccc3Cl)c(=O)oc2n(C)c1=O	1%	10%	-6%	5%	-6%	6%	10	0	i
Cn1c(CNc2ccccc2O)nc2ccccc21	8%	2%	-3%	12%	-2%	2%	4	4	i
CC(C)COc1ccc(C(=O)OCCN2CCOCC2)cc1	16%	19%	-3%	15%	-1%	-16%	10	14	i	PMK inhibit pilot replicates=2.0;MK inhibit pilot replicates=3.5;Spn DPM-DC inh pilot screen %=2.0
Nn1c(SCC(=O)Nc2ccc3c(c2)OCO3)nnc1C1CCCCC1	-1%	7%	-3%	5%	-5%	0%	1	0	i
COCCCNC(=O)CS(=O)Cc1nc(-c2ccccc2C)oc1C (stereo not drawn)	-2%	0%	-12%	-17%	1%	-5%	11	16	i
CC1CCN(C(=O)Nc2cccc(NC(=O)N3CCC(C)CC3)c2)CC1	-8%	3%	-28%	-23%	0%	5%	0	8	i
O=C(Nc1ccc(S(=O)(=O)N2CCCCCC2)cc1)C1CCCO1 (stereo not drawn)	5%	6%	-6%	4%	-9%	7%	11	1	i
O=C(Nc1ccccc1)Nc1ccc(S(=O)(=O)N2CCCCC2)cc1	13%	-9%	-10%	0%	-4%	-6%	14	10	i
CCOC(=O)C1=C(C)N=C2SCCC(=O)N2C1c1cc(Br)ccc1OC (stereo not drawn)	17%	9%	3%	2%	2%	0%	8	10	i	PMK inhibit pilot replicates=0.0;MK inhibit pilot replicates=0.0;Spn DPM-DC inh pilot screen %=0.0
N#Cc1cn(Cc2cccc(Cl)c2)c2ccccc12	16%	22%	56%*	49%	-6%	-6%	2	6	i
Cc1ccc(Cn2nnc3c(=O)[nH]c(C4CCN(S(=O)(=O)c5ccc(F)cc5)CC4)nc32)cc1	7%	3%	1%	10%	2%	-8%	0	0	i	PMK inhibit pilot replicates=0.0;MK inhibit pilot replicates=0.0;Spn DPM-DC inh pilot screen %=0.0
Cn1c(=O)n(CCc2ccccc2)c(=O)c2c1nc1n2CCN1c1ccccc1	18%	0%	-14%	-9%	-3%	-4%	10	12	i
CCN(CC)CCN1C(=O)C(=O)/C(=C(/O)c2c(C)[nH]c(C(=O)OC)c2C)C1c1ccccc1OC (stereo not drawn)	7%	20%	14%	18%	-5%	2%	1	13	i	PMK inhibit pilot replicates=3.0;Spn DPM-DC inh pilot screen %=0.5

Structural class: those above with a Cl atom (2)
SMILES	LYP inhibition	TNAP inhibition	HPDE-C7 viability	KRASV12 cytotoxicity	Bfl-1 displacement	HT1080 cytotoxicity	MK inhibit	PMK inhibit	Spn DPM-DC inh	others
Cn1c(=O)c2cc(NC(=O)c3ccccc3Cl)c(=O)oc2n(C)c1=O	1%	10%	-6%	5%	-6%	6%	10	0	i
N#Cc1cn(Cc2cccc(Cl)c2)c2ccccc12	16%	22%	56%*	49%	-6%	-6%	2	6	i

(list continues)
SMILES	LYP inhibition	TNAP inhibition	HPDE-C7 viability	KRASV12 cytotoxicity	Bfl-1 displacement	HT1080 cytotoxicity	MK inhibit	PMK inhibit	Spn DPM-DC inh	others
O=C(NCc1ccccc1)c1cc(S(=O)(=O)N2CCC3(CC2)OCCO3)ccc1F	23%	7%	-4%	-2%	-6%	-7%	0	7	i
CCCCCC1CC(CC(C)C(=O)Nc2nncs2)C(=O)O1 (stereo not drawn)	3%	16%	-3%	12%	1%	-8%	6	15	i	PMK inhibit pilot replicates=2.5;MK inhibit pilot replicates=0.0;Spn DPM-DC inh pilot screen %=0.0
CCCNC(=O)c1n[nH]c(=O)c2ccccc12	8%	7%	-12%	-31%	0%	-6%	6	24	i
COC(=O)c1[nH]c2ccc(Cl)cc2c1NC(=O)CN1CCc2cc(OC)c(OC)cc2C1	18%	14%	6%	-10%	-10%	-9%	8	6	i
O=C(Nc1cccc(-c2nc3cccnc3s2)c1)c1ccco1	2%	·	·	·	·	12%	0	17	i
C=CCOc1nc2c(c(=O)n(Cc3ccc(Cl)c(Cl)c3)c(=O)n2C)n1C	·	2%	-3%	1%	-1%	26%	1	6	i
Cc1cccc(NC(=O)CSc2nnc(NC(=O)CN3CCOCC3)s2)c1	·	4%	-29%	-10%	-4%	·	0	22	i
CCOC(=O)CSc1nnc(CNC(=O)c2ccc(S(=O)(=O)N3CCCC3)cc2)n1C	8%	5%	-8%	-1%	2%	-4%	0	0	i	PMK inhibit pilot replicates=2.5;MK inhibit pilot replicates=2.5;Spn DPM-DC inh pilot screen %=3.0
CCn1nnnc1SCC(=O)Nc1nnc(C(C)C)s1	10%	6%	-1%	6%	0%	3%	9	12	i	PMK inhibit pilot replicates=3.0;MK inhibit pilot replicates=0.0;Spn DPM-DC inh pilot screen %=0.0
Cc1ccc2oc(=O)c3cc(C(=O)N4CCN(c5ncccn5)CC4)sc3c2c1	1%	9%	-11%	-7%	7%	-4%	5	17	·
CSc1nnc2c(n1)OC(c1ccsc1)N(C(C)=O)c1ccccc1-2 (stereo not drawn)	8%	13%	-5%	-28%	0%	-1%	·	·	·
O=C(O)c1ccc(OCC(O)Cn2cnc3ccccc32)cc1 (stereo not drawn)	9%	7%	-7%	-8%	10%	-5%	9	0	i
CC(=O)Nc1c(-c2ccc(F)cc2)nc2ccccn12	1%	17%	-13%	-7%	-5%	5%	4	1	·	PMK inhibit pilot replicates=1.0;MK inhibit pilot replicates=2.0
O=C(CCn1nc(-c2ccccc2)ccc1=O)N1CCOCC1	·	7%	-13%	4%	-1%	10%	0	15	i
Cc1cc(N2CCCCCC2)nc(-c2ccccc2O)n1	·	11%	-44%	-13%	0%	-14%	7	1	·
CN1CCN(c2nc3c(c(=O)[nH]c(=O)n3C)n2CC(N)=O)CC1	17%	4%	2%	4%	0%	8%	5	13	i
COc1cc(NC(=O)c2cc(-c3ccco3)on2)c(OC)cc1Cl	11%	3%	-1%	-5%	-13%	18%	5	5	·
COc1ccccc1N1CCN(C(=O)CCc2ccc(S(=O)(=O)NCC(C)C)cc2)CC1	-1%	9%	9%	11%	8%	3%	9	12	i
Cc1ccccc1NC(=O)c1c(O)c2cccc3c2n(c1=O)CC3	3%	13%	5%	4%	0%	8%	9	5	i
Cc1nc2ccc(S(=O)(=O)NC(C(=O)Nc3nccs3)C(C)C)cc2s1 (stereo not drawn)	·	9%	-12%	-10%	12%	2%	6	13	i	PMK inhibit pilot replicates=0.0;MK inhibit pilot replicates=2.5;Spn DPM-DC inh pilot screen %=1.0
COc1ccc(Cn2nc(C)cc2C)cc1OC	6%	14%	0%	3%	-1%	-12%	11	0	i
COc1cccc(C2CC(=O)Nc3c2c(=O)n(C)c(=O)n3C)c1OC (stereo not drawn)	7%	15%	12%	8%	-5%	0%	6	13	i	PMK inhibit pilot replicates=0.0;MK inhibit pilot replicates=2.5;Spn DPM-DC inh pilot screen %=0.0
COc1ccc(OC)c(-c2cc(C(=O)NCCCn3ccnc3)no2)c1	16%	8%	32%	30%	-5%	7%	0	19	i
Cc1cccc2cc(CN(CCc3ccccc3)C(=O)N3CCOCC3)c3nnnn3c12	8%	7%	0%	13%	-5%	-1%	17	17	i
O=C(COc1ccc(Cl)cc1)NCc1nnc(SCC(=O)NCc2ccc3c(c2)OCO3)o1	5%	5%	-28%	-6%	4%	2%	4	11	i
COc1ccc(C(c2nnnn2C2CCCCC2)N2CCN(c3ccc(OC)cc3)CC2)cc1 (stereo not drawn)	6%	6%	7%	-3%	1%	-6%	1	0	i
COc1cccc(-c2noc(N)c2C#N)c1	3%	12%	-2%	-4%	1%	1%	6	16	i
CCn1c(=O)cc(SCC(=O)Nc2ccc3c(c2)OCO3)c2ccccc21	3%	10%	1%	11%	12%	-9%	5	13	i	PMK inhibit pilot replicates=1.0;MK inhibit pilot replicates=1.5;Spn DPM-DC inh pilot screen %=0.0
O=C(CSc1nnc(-c2cccnc2)o1)Nc1ccccn1	10%	4%	-9%	-6%	4%	0%	0	0	i	PMK inhibit pilot replicates=0.0;MK inhibit pilot replicates=0.0;Spn DPM-DC inh pilot screen %=0.0
Cc1csc(NC(=O)c2cnccn2)n1	·	-3%	-3%	-6%	-6%	6%	0	0	i
CCOc1ccc(CN2CCNC(=O)C2CC(=O)OC)cc1 (stereo not drawn)	2%	5%	1%	9%	-1%	4%	5	7	i
CC(c1ccccc1)n1cc(C(=O)NCC2COc3ccccc3O2)nn1 (stereo not drawn)	3%	4%	-23%	0%	0%	0%	3	0	i

Screening data (PubChem BioAssay)
